# TNF death inh – inhibitors of TNF-alpha induced necroptosis in Jurkat FADD-/- cells; 0.068% of 220,000 active; AID 463075; Jurkat FADD-/- TNF necroptosis rescue, ATP luminescence, 24 h; 0 = TNF only, 100 = no-TNF cells; activation (protection from cell death), % at 10 µM;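 active = activation, meaning protection from cell death, of at least 50% relative to plate controls; inactive = activation below 50%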;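 also: necroptosis triggered by 40 ng/mL TNF-alpha added together with compound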
# Cl transport mod – modulators of human KCC2 chloride dependent transport; KCC2 cells, thallium flux FluoZin-2 fluorescence; B-score of Tl+ flux slope (higher = more flux/activation; lower = inhibition) at 10 µM; Q9H2X9; 2.2% of 190,000 active; AID 1456;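 active = thallium flux slope and its plate-corrected score both differing from the plate sample mean at a set confidence after two filtering rounds, in either direction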;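 also: slope of fluorescence scaled to starting intensity during 10 to 20 s after thallium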
# Target sequence (Q9H2X9 whole entry, looked up): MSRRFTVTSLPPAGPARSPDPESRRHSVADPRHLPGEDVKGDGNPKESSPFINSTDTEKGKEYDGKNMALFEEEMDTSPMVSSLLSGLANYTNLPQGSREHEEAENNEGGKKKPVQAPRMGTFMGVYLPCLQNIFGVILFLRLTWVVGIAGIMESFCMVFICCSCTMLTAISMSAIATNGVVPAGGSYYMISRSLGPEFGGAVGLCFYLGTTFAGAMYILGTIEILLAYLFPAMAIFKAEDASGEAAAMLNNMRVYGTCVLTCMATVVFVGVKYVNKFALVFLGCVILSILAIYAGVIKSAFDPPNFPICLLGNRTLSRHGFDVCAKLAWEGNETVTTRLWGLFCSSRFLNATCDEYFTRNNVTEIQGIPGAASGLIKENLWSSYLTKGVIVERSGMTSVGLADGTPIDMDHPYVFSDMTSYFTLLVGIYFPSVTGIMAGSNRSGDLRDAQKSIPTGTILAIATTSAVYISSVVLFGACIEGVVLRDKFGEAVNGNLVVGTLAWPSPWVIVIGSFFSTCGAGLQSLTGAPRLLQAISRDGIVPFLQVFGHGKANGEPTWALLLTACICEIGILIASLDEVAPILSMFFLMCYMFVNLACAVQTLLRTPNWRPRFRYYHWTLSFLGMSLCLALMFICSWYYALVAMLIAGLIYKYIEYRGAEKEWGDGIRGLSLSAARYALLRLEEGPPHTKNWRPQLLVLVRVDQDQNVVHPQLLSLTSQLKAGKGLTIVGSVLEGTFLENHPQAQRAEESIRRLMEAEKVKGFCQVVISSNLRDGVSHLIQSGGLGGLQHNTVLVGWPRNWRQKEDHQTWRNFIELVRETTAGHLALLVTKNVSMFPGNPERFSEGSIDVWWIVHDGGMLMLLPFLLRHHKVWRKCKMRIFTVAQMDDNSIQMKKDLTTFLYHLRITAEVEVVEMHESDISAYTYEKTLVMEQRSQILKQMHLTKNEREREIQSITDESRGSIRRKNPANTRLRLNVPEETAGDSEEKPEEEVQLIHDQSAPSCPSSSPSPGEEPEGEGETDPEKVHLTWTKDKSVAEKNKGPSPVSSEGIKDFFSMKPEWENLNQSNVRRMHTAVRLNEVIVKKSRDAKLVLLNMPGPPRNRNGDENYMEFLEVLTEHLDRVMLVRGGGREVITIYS
# Thrombin inh – thrombin (human) inhibition. P00734. alpha-thrombin, Boc-VPR-AMC fluorogenic substrate cleavage. 0.26% of 220,000 active. inhibition, % at 5 µM;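 active = inhibition at or above 40%; inactive = inhibition below 40%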;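 also: 0% = enzyme with no compound and 100% = wells without enzyme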
#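 System – human alpha-thrombin · Medium – pH 7.5 Tris (50 mM) with NaCl 150 mM, Tween 20 0.05% · Compound – single-point dosing at 5 µM, 0.2% DMSO · Incubation – enzyme reaction carried out at room temperature · Technique – fluorescence of released AMC, ex 355 nm, em 460 nm · Read-out basis – % inhibition of thrombin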
# zVAD death inh – blocks zVAD induced death of L929 cells | L929 zVAD necroptosis rescue, ATP luminescence, 24 h; with zVAD 60 µM | viability rescue, % at 10 µM | 0.38% of 220,000 active | AID 1377;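 active = activation, scaled between plate controls, above about 75%, limit read from the data; inactive = activation under that limit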;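 also: 0% = zVAD with DMSO and 100% = DMSO alone without zVAD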
# Hck Nef HTS – human Hck-Nef kinase inhibition | P08631 | Recombinant Hck-YEEI plus Nef, Z-Lyte FRET kinase assay | inhibition, % at 20 µM | 0.68% of 220,000 active;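 active = Hck-Nef kinase inhibition above about 50%, limit read from the data; inactive = inhibition below that limit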;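 also: 0% = DMSO with Hck plus Nef and 100% = Hck alone without Nef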
# FXIa inh 1536 – blocks human coagulation factor XIa protease activity | P03951 | purified FXIa, Boc-Glu-Ala-Arg-AMC fluorogenic substrate | inhibition, % at 5 µM | 0.14% of 220,000 active;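 active = inhibition of at least 40%; inactive = inhibition below 40%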;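 also: fluorescence of freed AMC excited at 355 nm; 0% = enzyme without compound and 100% = no enzyme blank; many of its hits are not listed in these tables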
# Rad51 HR inh – blocks human Rad51 in homologous recombination | Q06609 | hRad51 DNA strand exchange, fluorescence dequenching | inhibition, % at 10 µM | 0.085% of 200,000 active | AID 1385;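 active = inhibition above 40% at the single screening dose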;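 also: 0% = DMSO control wells and 100% = blanks with heterologous ssDNA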
#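 System: human Rad51 nucleoprotein filaments preassembled on unlabelled ssDNA. Reagent: labelled 47-mer dsDNA for strand exchange. Schedule: 30-min compound preincubation and 15-min exchange, both room temperature. Measured by: FRET fluorescence dequenching, excitation 485 nm, emission 520 nm. Read-out: Fluorescence-based percent inhibition, control- and blank-normalised. Benchmarks: plate controls and plate blanks.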
# KLK5 inh – blocks human kallikrein 5 protease activity; recombinant hK5, fluorogenic AMC substrate cleavage; Q9Y337; inhibition, % at 5 µM; 0.59% of 210,000 active;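 active = inhibition of 40% or more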;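 also: 0% = enzyme controls without compound and 100% = no-enzyme blanks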
# FXIIa inh 1536 – factor XIIa (human) inhibition. AID 800. 0.3% of 220,000 active. P00748. purified FXIIa, Boc-QGR-AMC fluorogenic substrate, 2 h. inhibition, % at 5 µM; in the data active = inhibition above about 40%;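 also: 0% = enzyme with no compound and 100% = blank without enzyme; many of its hits are not listed in these tables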
# Active calls of the source: *; i = inactive; . = not tested or not shown; & = joins results of further samples.
SMILES,TNF death inh,Cl transport mod,Thrombin inh,zVAD death inh,Hck Nef HTS,FXIa inh 1536,Rad51 HR inh,KLK5 inh,FXIIa inh 1536
COC(=O)[C@@H](N)CCCN=C(N)N[N+](=O)[O-],1.9,0.43,0,0.4,32,4,-1,0,10
CN1CCN(c2ccc(N)cc2Cl)CC1,-1.8,0.58,-2,2.1,24,4,-10,2,12
CCc1ccc(/C=C(/C#N)C(N)=S)cc1,0.1,-1.7,3,0.3,11,7,5,-18,15
Cc1ccc2c(c1)C1CN(C)CCC1N2C(=O)COc1ccc(S(=O)(=O)N2CCOCC2)cc1 (centres undefined),-1.1,0.71,1,-0.3,2,3,-1,-10,13
CC1OC(NCCc2ccccc2)C(O)C(O)C1O (centres undefined),-1.0,-0.3,2,-0.4,0,7,7,8,13
O=C1CN=C(c2ccccc2)c2ccccc2N1Cc1ccc(C(F)(F)F)cc1,-3.2,.,2,0.8,2,1,-7,-8,21
O=C1NC2NC(=O)N([N+](=O)[O-])C2N1 (centres undefined),0.0,0.39,-2,0.5,-3,5,7,-8,7
CC(C(O)c1ccccc1)N(C)CCn1cnc2c1c(=O)n(C)c(=O)n2C (centres undefined),1.0,0.17,-13,0.0,19,0,-1,0,13
CC(=O)N1CN2CN(C(C)=O)CC(C(=O)c3ccccc3)(C2)C1,0.0,.,17,1.5,4,8,-1,48*,19
CC1CCC[C@H](O)CCCCCc2cc(O)cc(O)c2C(=O)O1 (some centres undefined),-0.5,-0.65&0.055,3,-0.6,3,6,-1,-7,10
CSc1ccc(C(c2c(O)c3ccccc3oc2=O)c2c(C)n(C)n(-c3ccccc3)c2=O)cc1 (centres undefined),0.7,0.87,2,2.7,-1,1,11,-4,5
Cc1ccc(NP(=O)(c2ccccc2)c2nc3ccccc3s2)cc1 (centres undefined),2.7,-2,-5,-0.4,-5,-5,-6,-1,7
Cc1cccn2c(NCC3CCCO3)c(C(C)C)nc12 (centres undefined),0.7,0.65,-1,-1.1,-7,2,0,-38,4
O=C(CN1CCCCC1)Nc1ccc(Br)cc1C(=O)c1ccccc1Cl,-2.9,0.92,4,0.2,-2,4,.,-19,20
Cc1ccc(-n2c(O)c(C=NC3CCCCC3N)c(=O)[nH]c2=O)cc1C (centres undefined),1.4,0.24,0,-0.2,1,-3,0,-4,11
O=C(NC1CN2CCC1CC2)c1cc(Cl)c([N+](=O)[O-])c2nc[nH]c12 (centres undefined),-1.6,0.16,-2,-1.1,3,-5,.,-9,9
CC(C)N1CCN(Cc2cccc([N+](=O)[O-])c2)CC1,1.4,-0.029,9,0.3,22,3,6,4,5
O=c1[nH]c(O)c(N=Nc2cc([N+](=O)[O-])ccc2O)c(=O)[nH]1,-3.4,.,-8,-1.6,8,-5,9,-8,5
COc1ccc(CCNC2CCCCC2)cc1OC,1.1,0.017,4,-0.8,-6,13,24,-6,4
O=C(c1cccn2c(=O)c3cc(Cl)ccc3nc12)N1CCC2(CC1)OCCO2,-0.4,0.34,-3,-0.1,5,-4,-1,-7,-4
CCSc1nnc([C@@H](N)Cc2c[nH]c3ccccc23)o1,-3.5,.,-1,-0.1,2,1,-1,2,3
Cc1c(NP(=O)(C(C)(C)C)C(C)(C)C)c(=O)n(-c2ccccc2)n1C,0.6,-0.76,.,-0.1,27,6,-8,4,13
COC(=O)CC1(CC(=O)OC)C(=O)NC(=O)NC1=O,-0.7,0.093,0,-0.3,-2,-17,-7,6,14
CC(=NCCc1ccccc1)c1c(O)n(C)c(=O)n(C)c1=O,1.7,-0.92,-5,-0.3,8,1,.,-1,4
COc1cc(C)cc(CN2CC=C(c3ccccc3)CC2)c1O,-0.2,-0.48,-1,-0.2,8,4,-1,0,9
Cc1ccccc1NC1=NCC(C)S1 (centres undefined),7.0,0.014,-2,-0.4,-5,6,4,2,17
COc1ccc(CCn2c(O)c(C=NCCCn3ccnc3)c(=O)[nH]c2=O)cc1OC,-0.1,0.63,-7,0.3,5,-9,-6,24,0
Fc1ccc(C2NCCc3[nH]cnc32)cc1 (centres undefined),0.7,0.2,-2,0.5,3,3,-3,-6,9
O=P(CN1CCN(c2ccccc2)CC1)(N1CCCCC1)N1CCCCC1,-1.5,0.38,-2,-0.5,-2,-3,-6,3,-8
CC12CN3CCN(CC(C3)C1O)C2 (centres undefined),0.2,-3.1,2,-0.2,5,3,-12,-12,15
CC(=O)Nc1ccc(OC(=O)N2CCCCC2)cc1,-0.8,0.32,2,-0.2,1,3,2,-18,-5
CCc1ccc(N2C(=O)NC(=O)/C(=C\c3cccn3CCOc3ccc(C(C)C)cc3)C2=O)cc1,2.1,-0.035,-6,0.1,7,2,-5,-15,3
O=C(CN1CC(c2ccccc2)CC1=O)Nc1cccc(F)c1 (centres undefined),1.0,-0.66,2,.,-10,6,.,1,11
COc1cc2[nH]c(=O)n(-c3ccc(C)cc3)c(=O)c2cc1OC,-1.1,.,3,0.2,1,5,.,-9,13
CSc1nnc([C@@H](N)Cc2ccccc2)o1,-1.0,0.42,-3,0.4,0,-3,-4,0,3
CCOP(=O)(OCC)C(O)c1ccc(Br)cc1 (centres undefined),1.1,0,-6,-0.1,2,8,-1,-5,17
O=c1oc2ccccc2c(O)c1C(c1ccccn1)c1c(O)c2ccccc2oc1=O,-0.3,-1.4,-10,1.8,9,5,.,2,9
O=[N+]([O-])c1ccccc1CNCCc1ccc(F)cc1,1.7,1.5,4,0.3,7,4,7,-7,14
CC(C)OCCCNC(=O)c1c(N)n(Cc2cccs2)c2nc3ccccc3nc12,6.4,0.15,-7,14,44,5,-10,-3,-4
Cc1cccc(-n2c(O)c(/C=C/C=Nc3ccccc3)c(=O)[nH]c2=O)c1,-0.6,-1.4,0,0.1,6,-2,i,-16,3
Cc1nn(Cc2ccccc2)c(Cl)c1C(=O)NC1CCCc2ccccc21 (centres undefined),0.5,-3,18,0.0,0,4,-3,9,8
COc1ccc(NP(=O)(Oc2cccc(C)c2)Oc2cccc(C)c2)cc1OC,3.5,-1.3,-1,0.9,2,0,1,0,6
CCc1ccc2c(CN3CC=C(c4ccccc4)CC3)cc(=O)oc2c1,0.8,-1.9,-1,-0.3,-2,6,17,-5,12
O=C1NC(=O)N(Cc2ccccc2)C(=O)/C1=C/c1cnc(-c2ccccc2)nc1,0.0,-0.98,1,1.9,58*,3,-3,6,12
CNC(=S)N1CCn2cccc2C1c1cccnc1 (centres undefined),0.8,0.54,0,-1.0,30,-1,3,17,12

# 12 structures out of the list, sorted by SMILES length, high to low:
SMILES,TNF death inh,Cl transport mod,Thrombin inh,zVAD death inh,Hck Nef HTS,FXIa inh 1536,Rad51 HR inh,KLK5 inh,FXIIa inh 1536
CCc1ccc(N2C(=O)NC(=O)/C(=C\c3cccn3CCOc3ccc(C(C)C)cc3)C2=O)cc1,2.1,-0.035,-6,0.1,7,2,-5,-15,3
O=C1NC(=O)N(Cc2ccccc2)C(=O)/C1=C/c1cnc(-c2ccccc2)nc1,0.0,-0.98,1,1.9,58*,3,-3,6,12
Cc1cccc(-n2c(O)c(/C=C/C=Nc3ccccc3)c(=O)[nH]c2=O)c1,-0.6,-1.4,0,0.1,6,-2,i,-16,3
CC(C)OCCCNC(=O)c1c(N)n(Cc2cccs2)c2nc3ccccc3nc12,6.4,0.15,-7,14,44,5,-10,-3,-4
COc1ccc(NP(=O)(Oc2cccc(C)c2)Oc2cccc(C)c2)cc1OC,3.5,-1.3,-1,0.9,2,0,1,0,6
Cc1nn(Cc2ccccc2)c(Cl)c1C(=O)NC1CCCc2ccccc21 (centres undefined),0.5,-3,18,0.0,0,4,-3,9,8
CCc1ccc2c(CN3CC=C(c4ccccc4)CC3)cc(=O)oc2c1,0.8,-1.9,-1,-0.3,-2,6,17,-5,12
O=C(CN1CC(c2ccccc2)CC1=O)Nc1cccc(F)c1 (centres undefined),1.0,-0.66,2,.,-10,6,.,1,11
O=[N+]([O-])c1ccccc1CNCCc1ccc(F)cc1,1.7,1.5,4,0.3,7,4,7,-7,14
CC(=O)Nc1ccc(OC(=O)N2CCCCC2)cc1,-0.8,0.32,2,-0.2,1,3,2,-18,-5
CSc1nnc([C@@H](N)Cc2ccccc2)o1,-1.0,0.42,-3,0.4,0,-3,-4,0,3
CNC(=S)N1CCn2cccc2C1c1cccnc1 (centres undefined),0.8,0.54,0,-1.0,30,-1,3,17,12

# (further entries)
SMILES,TNF death inh,Cl transport mod,Thrombin inh,zVAD death inh,Hck Nef HTS,FXIa inh 1536,Rad51 HR inh,KLK5 inh,FXIIa inh 1536
COc1ccc(C=C2C(=O)N(C)C(=O)N(C)C2=O)cc1COc1ccc(NC(C)=O)cc1,-11,0.29,-1,0.5,27,2,10,1,3
CCCCC(=O)C1C(=O)NC(=O)NC1=O,-2.9,-0.013,5,-0.1,0,1,-9,-10,3
CCC(C)N1CCN(C(=O)Cc2ccccc2)CC1 (centres undefined),1.0,1,-5,-0.7,-21,-12,-3,-9,2
c1ccc(CCN2CCC(N3CCN(c4ccccc4)CC3)CC2)cc1,0.1,0.46,0,0.2,2,-27,0,-173,8
CCN(CC)P(=O)(Oc1cccc(C)c1)N(CC)CC,0.1,0.33,4,-1.1,-4,0,6,-7,10
COc1cccc(C(=O)C2CCCN(Cc3cccc(C)n3)C2)c1 (centres undefined),2.5,-1.3,-12,-1.2,15,-6,-30,-6,0
CN1CCCC(C(=O)c2ccc(Cl)cc2)C1 (centres undefined),0.4,0.02,-2,13,17,-2,-5,4,11
CCN(CC)c1ccc(N=Cc2c(O)n(CCc3ccc(OC)c(OC)c3)c(=O)[nH]c2=O)cc1,-3.3,-0.35,-8,0.8,15,-8,-22,-3,1
O=c1[nH]c(=O)n(-c2cccc3ccccc23)c(O)c1C=NCc1ccc2c(c1)OCO2,-0.3,0.26,1,0.4,3,4,0,5,18
CC(=NCCCN1CCOCC1)c1c(O)n(Cc2ccccc2)c(=O)[nH]c1=O,-2.3,0.63,-4,-0.4,-1,1,-3,13,16
CSc1ccccc1C(=O)C1CCCN(Cc2ccccn2)C1 (centres undefined),0.0,.,1,-1.2,9,3,6,.,14
Cc1cccc(CN2CCCC(C(=O)c3cccc(OC(C)C)c3)C2)n1 (centres undefined),1.0,0.063,-14,-1.1,25,-1,15,2,5
CN1CCN(S(=O)(=O)c2cnc(Cl)c(Br)c2)CC1,7.5,0.16,-9,1.1,0,-6,-5,-4,0
CCOC(=O)C(NC(C)=O)C(OC(C)=O)c1cccc(N(CCCl)CCCl)c1 (centres undefined),-12,0.15,3,2.2,-9,7,-12,-11,14
C=CCn1c(O)c(C(C)=NCCN2CCOCC2)c(=O)[nH]c1=O,-0.7,0.52,-13,0.9,0,-3,6,-24,18
Cc1oc(-c2ccc(Cl)cc2)nc1CS(=O)CC(=O)N1CCC2(CC1)OCCO2 (centres undefined),-1.7,.,-1,0.1,-2,-1,-1,-22,12

# Not all compounds are listed (hit frequency here may not be typical).
